Assay outcomes from PubChem BioAssay.
hIAP activ – increases human intestinal alkaline phosphatase activity. purified human IAP, CDP-Star luminescence, 30 min; hits give high values; 1 = vehicle-only enzyme, 0 = enzyme-free background. activation factor at 10 µM. 330,000 tested, 0.16% active. P09923. AID 2524;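 active = activation factor of the enzyme at least 2-fold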; note: the source names both 10 and 20 µM as test concentration; values of inactives mirror those of a sister screen read the other way
NLRP3 yeast inh – NALP3 inhibition in yeast; inhibition, % at 10 µM; 330,000 tested, 0.39% active; Yeast reconstituted NLRP3/ASC/caspase-1, beta-gal luminescence, 24 h;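 active = inhibition of 50% or more; inactive = inhibition below 50%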;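 note: plate controls were induced DMSO wells for no effect and uninduced yeast grown without galactose for full effect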
tim10-1 inh – growth inhibitors of tim10-1 mutant yeast; S. cerevisiae tim10-1 ts strain growth, BacTiter-Glo, 24 h; inhibition, % at 20 µM; 330,000 tested, 2.2% active; AID 463190;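 active = inhibition of at least 40%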;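 note: mutant grown at 25 °C; 0% = DMSO wells with yeast and 100% = wells holding no yeast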
mIAP act – mouse IAP activation; muIAP, CDP-Star luminescence, 30 min; hits give high values; 1 = vehicle-only enzyme signal, 0 = enzyme-free wells; activation factor at 10 µM; 330,000 tested, 0.24% active; AID 2805;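 active = activation factor of at least 2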; note: the source names both 10 and 20 µM as test concentration; values of inactives mirror those of a sister screen read the other way
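also added = chemiluminescent substrate CDP-Star | test system = mouse IAP enzyme | signal = chemiluminescence readout | compound = DMSO-dissolved test compounds | incubation = 30 min at room temperature | benchmarks = DMSO wells, no-enzyme wells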
ATG4B inhibitor – blocks human ATG4B protease cleavage of LC3 substrate; ATG4B cleavage of LC3-PLA2, NBD-HPC fluorescence, 1 h; inhibition, % at 8.33 µM; 340,000 tested, 0.51% active; AID 504462; in the data active = inhibition above about 40%
Apaf-1 inh – blocks human Apaf-1 apoptosome activity; AID 489030; reconstituted apoptosome caspase-3 activity, DEVD-Rh110 fluorescence; inhibition, % at 20 µM; 330,000 tested, 0.71% active; active = inhibition of at least 40% at 20 µM;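 note: plate controls were DMSO wells for no effect and DEVD-CHO caspase inhibitor wells for full effect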
Target sequence (O14727 whole entry, looked up): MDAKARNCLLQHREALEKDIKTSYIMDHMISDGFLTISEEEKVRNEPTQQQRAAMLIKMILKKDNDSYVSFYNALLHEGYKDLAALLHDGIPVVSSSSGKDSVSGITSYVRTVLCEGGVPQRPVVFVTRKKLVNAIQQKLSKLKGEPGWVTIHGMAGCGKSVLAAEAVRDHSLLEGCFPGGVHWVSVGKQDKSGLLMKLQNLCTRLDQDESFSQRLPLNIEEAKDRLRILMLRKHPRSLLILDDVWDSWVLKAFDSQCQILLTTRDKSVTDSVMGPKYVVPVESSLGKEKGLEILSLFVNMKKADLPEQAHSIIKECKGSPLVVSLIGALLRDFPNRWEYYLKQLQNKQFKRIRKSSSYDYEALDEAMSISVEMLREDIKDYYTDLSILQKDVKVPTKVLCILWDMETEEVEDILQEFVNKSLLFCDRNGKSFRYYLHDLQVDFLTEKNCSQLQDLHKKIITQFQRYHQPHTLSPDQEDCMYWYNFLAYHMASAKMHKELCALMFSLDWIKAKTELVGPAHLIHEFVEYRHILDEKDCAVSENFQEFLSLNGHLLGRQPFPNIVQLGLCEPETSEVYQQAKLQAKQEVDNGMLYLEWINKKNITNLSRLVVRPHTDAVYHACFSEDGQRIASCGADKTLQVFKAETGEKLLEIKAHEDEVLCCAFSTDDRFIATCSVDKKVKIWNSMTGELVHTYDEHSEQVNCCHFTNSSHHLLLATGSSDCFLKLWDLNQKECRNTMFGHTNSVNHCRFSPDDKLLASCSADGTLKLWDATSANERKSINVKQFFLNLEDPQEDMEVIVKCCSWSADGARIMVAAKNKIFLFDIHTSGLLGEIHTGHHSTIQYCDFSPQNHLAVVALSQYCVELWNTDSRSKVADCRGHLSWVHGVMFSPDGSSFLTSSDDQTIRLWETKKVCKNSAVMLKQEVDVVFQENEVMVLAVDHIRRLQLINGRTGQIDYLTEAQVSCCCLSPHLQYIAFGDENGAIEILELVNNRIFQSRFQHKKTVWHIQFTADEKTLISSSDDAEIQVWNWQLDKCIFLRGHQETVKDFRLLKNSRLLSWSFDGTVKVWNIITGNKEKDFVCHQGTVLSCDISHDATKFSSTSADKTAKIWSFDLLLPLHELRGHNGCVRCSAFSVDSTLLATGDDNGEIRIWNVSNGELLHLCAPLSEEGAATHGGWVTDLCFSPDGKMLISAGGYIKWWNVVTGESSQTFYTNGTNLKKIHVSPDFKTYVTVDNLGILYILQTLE
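System: reconstituted apoptosome with Apaf-1, cytochrome c, caspase-9, procaspase-3, dATP; Signal: Rh110 fluorescence intensity; Schedule: 30 min compound preincubation, 50 min activation, room temperature; Reagent: cytochrome c trigger plus (Z-DEVD)2-Rh110 caspase-3 substrate.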
hIAP block – blocks human intestinal alkaline phosphatase; inhibition, % at 10 µM; purified IAP, CDP-Star luminescence, 30 min; 330,000 tested, 0.12% active; P09923;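 active = inhibition reaching a set limit with compound at 10 µM in the primary screen, cut at about 35% in these data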;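 note: plate controls were DMSO wells with enzyme for no effect and no-enzyme buffer wells for full effect; values of inactives mirror those of a sister screen read the other way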
mIAP block – mouse IAP inhibition; purified mouse IAP, CDP-Star luminescence, 30 min; 330,000 tested, 0.2% active; inhibition, % at 10 µM;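 active = inhibition of at least 40% at 10 µM in the primary screen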;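 note: plate controls were DMSO with enzyme for no effect and no enzyme wells for full effect; values of inactives mirror those of a sister screen read the other way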
TIM10 inh – inhibits growth of TIM10 yeast strain | 330,000 tested, 1.4% active | AID 463195 | inhibition, % at 10 µM | S. cerevisiae TIM10 strain growth, BacTiter-Glo luminescence, 24 h;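 active = inhibition of 40% or more at the single tested concentration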;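 note: wild-type TIM10 isogenic control strain grown at permissive 25 °C; 0% = DMSO yeast wells and 100% = minimal medium wells without yeast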
Active calls of the source: *; x = no result given.

entry	molecule	hIAP activ	NLRP3 yeast inh	tim10-1 inh	mIAP act	ATG4B inhibitor	Apaf-1 inh	hIAP block	mIAP block	TIM10 inh
1	Cc1ccc(-n2nc(C)c(C(=O)O)n2)c(C)c1	0.99	4	-3	1.1	-5	-2	1	-5	2
2	CCN1CCN(C(c2cccs2)C(C)NC(=O)c2cccc(OC)c2OC)CC1 (centres undefined)	0.97	12	8	1.1	-2	-35	3	-5	-1
3	Cc1[nH]c2ccc(F)cc2c(=O)c1SC(F)(F)C(F)F	1	5	20	1.1	-7	-11	-4	-7	8
4	Cc1ccccc1-n1nc2c(c1NC(=O)C1CCCC1)CS(=O)(=O)C2	1.1	-6	0	1	6	-3	-13	-1	-8
5	CCN(CCNC(=O)CS(=O)(=O)Cc1nc(-c2cccc(OC)c2)oc1C)c1ccccc1	1	10	23	1.1	-12	27	0	-11	15
6	Cc1ccc(CNCCCSc2ncccn2)cc1	0.91	19	-30	1	-2	-1	9	-3	-29
7	COc1cc(OC)cc(C(=O)O/N=C(\N)c2cccc(C)c2)c1	1.1	27	53*	0.95	4	7	-6	5	79*
8	Cc1c(OC(C(=O)O)c2ccccc2)ccc2c1oc(=O)c1ccccc12 (centres undefined)	0.94	1	-2	1	-3	0	6	-1	12
9	S=C(NCCOCCOCCNC(=S)Nc1ccccc1)Nc1ccccc1	1.2	28	15	1.1	-12	8	-25	-6	-6
10	S=c1[nH]nc(CSCc2ccc(Cl)cc2Cl)n1-c1ccccc1	1.5	15	41*	1	10	26	-53	-4	39
11	Cn1nnnc1SCC(=O)N1CCc2ccccc2C1	0.81	20	12	1	5	-6	19	-3	10
12	CCOC(=O)c1cnn(-c2cccc(Cl)c2)c1N	1.1	56*	-11	1	14	1	-12	-4	-14
13	O=C1SCCc2c1n(Cc1ccccc1)c1ccccc21	0.86	16	-21	0.89	1	9	14	11	-7
14	CCOC(=O)c1cnc(SCC(=O)Nc2nnc(CC)s2)nc1N	1	7	-9	0.91	6	-10	-2	9	-5
15	COc1ccc2c(c1OC)C(=O)N(c1ccc(O)cc1)C2	1	6	-15	1.1	8	-2	-5	-14	-22
16	CO/C([O-])=N/c1c[n+](-c2ccc(C)cc2)no1	1.1	7	3	0.98	-7	-3	-10	2	8
17	O=C(Nc1ccc(F)cc1)/C(Cl)=C/c1ccccc1	0.99	33	-1	0.99	5	-3	1	1	10
18	COc1ccc(CN(C)C(=O)Cc2ccc(OC)c(S(=O)(=O)N3CCOCC3)c2)cc1	0.95	-1	3	1	4	15	5	0	-9
19	Cc1ccc(NCc2nnc3n2CCCCC3)cc1	1.2	8	25	1	-1	-7	-21	0	-7
20	CCn1cnc2sc(C(=O)Oc3ccc(Br)cc3)c(C)c2c1=O	0.92	-3	-20	0.91	-12	-6	8	9	1

Entries of single compounds, quoted from the list. Order of values: hIAP activ | NLRP3 yeast inh | tim10-1 inh | mIAP act | ATG4B inhibitor | Apaf-1 inh | hIAP block | mIAP block | TIM10 inh
`COc1ccc(CN(C)C(=O)Cc2ccc(OC)c(S(=O)(=O)N3CCOCC3)c2)cc1` across the screens: 0.95 | -1 | 3 | 1 | 4 | 15 | 5 | 0 | -9
`O=C1SCCc2c1n(Cc1ccccc1)c1ccccc21` across the screens: 0.86 | 16 | -21 | 0.89 | 1 | 9 | 14 | 11 | -7
`O=C(Nc1ccc(F)cc1)/C(Cl)=C/c1ccccc1` across the screens: 0.99 | 33 | -1 | 0.99 | 5 | -3 | 1 | 1 | 10

Further compounds:
entry	molecule	hIAP activ	NLRP3 yeast inh	tim10-1 inh	mIAP act	ATG4B inhibitor	Apaf-1 inh	hIAP block	mIAP block	TIM10 inh
21	COc1ccc(/C=N\NC(=O)c2ccccc2OC)cc1COc1c(F)c(F)c(F)c(F)c1F	1.1	13	32	0.91	-5	1	-5	9	16
22	CCCCCn1c(=O)[nH]c2cc(C(=O)NCCCN3CCCCC3CC)ccc2c1=O (centres undefined)	0.95	8	-17	0.88	-6	16	5	12	7
23	Cc1[nH]n(-c2nc(-c3ccc(Cl)cc3)cs2)c(=O)c1N=Nc1ccc(O)cc1	0.96	30	-3	0.83	-3	15	4	17	7
24	COc1ccc(CCN2C(=O)CC(N3CCOCC3)C2=O)cc1 (centres undefined)	1.1	1	12	1	0	-26	-5	-2	12
25	O=C(CN1CCN(S(=O)(=O)c2ccc(F)cc2)CC1)NC1CCCC1	0.96	23	-1	0.92	7	-2	4	8	3
26	O=C(COc1ccccc1)NC1CCCCC1	0.83	4	9	0.96	-7	7	17	4	5
27	N#Cc1ccccc1NC(=O)CSc1nnc(-c2ccccc2)n1-c1ccccc1	0.97	-6	24	0.89	-6	-3	3	11	16
28	O=C(CC(=O)Nc1ccc(F)cc1F)Nc1ccc(F)cc1F	1.2	21	31	1	-5	7	-16	-1	12
29	N#Cc1ccc(OCc2ccc(C(=O)O)o2)cc1	1	-1	21	0.97	5	6	-4	3	-4
30	Cc1cc(C)c2cc3c(ccn3C3OC[C@H](O)[C@H](O)[C@H]3O)cc2n1 (some centres undefined)	1.1	-2	2	1	-12	-4	-10	-2	0
31	COc1cc(/C=C2/SC(=S)NC2=O)ccc1OS(=O)(=O)c1ccc(C)cc1	0.98	5	30	0.79	25	10	2	21	30
32	CC(=O)N1c2c(cc(Br)cc2S(=O)(=O)Nc2c(C)n(C)n(-c3ccccc3)c2=O)CC1C (centres undefined)	1	11	-4	0.96	1	1	-4	4	12
33	COc1ccc(/C=N/n2c(=O)[nH]c3c([nH]c4ccc(Cl)cc43)c2=O)cc1CN1CCCCC1	1	15	7	0.93	-4	5	-1	7	8
34	Cc1ccc(-c2cc(-c3ccc4c(c3)OCO4)c(C#N)c(N)n2)o1	0.91	19	35	0.89	-11	13	9	11	28
35	Clc1ncnc2scc(-c3ccc(Br)cc3)c12	0.98	-15	40	0.97	5	12	2	3	5
36	COc1ccc(C(=O)N2CCCC(CO)(Cc3ccccc3C)C2)o1 (centres undefined)	1	4	48*	0.95	14	-2	-4	5	9
37	COc1ccc(NC(=O)CCNS(=O)(=O)c2cccc3nonc23)cc1	0.94	22	4	0.98	3	2	6	2	1
38	CCOC(=O)CNC(=O)CSc1nnc(COc2ccc(Cl)cc2)n1CC	1	11	21	1.2	1	12	-2	-18	-11
39	CCN1C(C)=C(C)S/C1=C1\SC(=S)N(NC(C)=O)C1=O	0.72	7	-4	0.79	-6	-6	28	21	-10
40	Cc1noc(C)c1COc1ccc(C(=O)N2CCCC(C(F)(F)F)C2)cc1 (centres undefined)	1.1	2	17	0.98	1	7	-12	2	8

(list continues)
entry	molecule	hIAP activ	NLRP3 yeast inh	tim10-1 inh	mIAP act	ATG4B inhibitor	Apaf-1 inh	hIAP block	mIAP block	TIM10 inh
41	O=C(OCc1c(Cl)cccc1Cl)c1ccncc1	0.93	-10	-52	0.94	-1	11	8	6	-32
42	Cc1cccn2c(=O)c3cc(C(=O)NCc4ccco4)c(=N)n(C4CCCCC4)c3nc12	0.75	9	4	0.99	18	13	25	1	19
43	CCCNc1nc2c(c(=O)[nH]c(=O)n2C)n1CCOc1ccccc1	1.1	18	0	1	-2	3	-12	-5	-8
44	CCOC(=O)c1c(C)cc(C)n2c1nc1ccccc12	0.97	-14	12	0.98	12	0	3	2	8
45	COc1ccc(OC)c(NC(=O)c2nc3ccccc3s2)c1	1.1	6	9	1	-3	8	-13	-3	13
46	CCOP(=O)(OCC)C(NC(=O)Nc1ccc(C)cc1)C(N)=O (centres undefined)	1.1	3	5	0.99	-3	0	-12	0	7
47	COC(C[C@H]1O[C@H]1C(=O)[C@@H](C)OCc1ccccc1)OC	1	11	-19	0.99	-8	-3	-4	1	-15
48	S=C(NC1CC1)N1CCCc2ccccc21	1.1	0	-12	0.94	3	1	-11	6	1
49	Cc1ccc(NC(=O)c2ccc(NCCN)c([N+](=O)[O-])c2)cc1	0.95	18	-4	0.88	-12	4	5	12	-5
50	[O-][n+]1onc2c1CCc1c-2nc(-c2ccccc2)n1OCc1ccccc1	1	20	2	0.97	-8	9	0	3	23
51	CCCCCC(=O)NC(NC(=S)N1CCOCC1)C(Cl)(Cl)Cl (centres undefined)	1.2	-2	15	1.1	-5	0	-20	-5	-12
52	Cc1ccc(-c2csc(NC3OC(=O)c4ccccc43)n2)cc1 (centres undefined)	0.73	-5	5	1	-3	4	27	0	-3
53	O=C(c1ccc2ccccc2n1)N(CCO)Cc1ccccc1	1.1	14	-10	1.2	7	2	-13	-15	-6
54	Cc1ccc(CNC(=O)COC(=O)CCC(=O)c2cccs2)cc1	0.92	-1	21	1	-5	-33	8	-4	22
55	Cc1ccc(NC(=O)Cn2nnc(C(=O)NCc3ccccc3)c2N)cc1C	1	8	-1	1	-7	0	0	-3	-22
56	Cc1ccc(C(C[N+](=O)[O-])Sc2ccc(N)cc2)cc1 (centres undefined)	0.94	49	39	0.96	-6	1	6	4	56*
57	Cc1ccc(S(=O)(=O)c2c(C)nn(C(C)(C)C)c2OC(=O)c2ccco2)cc1	0.93	18	47*	1	16	10	7	0	31
58	Nc1cc(C(F)(F)F)ccc1C(=O)O	0.96	10	10	0.93	x	-6	4	7	8
59	CCOc1ccc(C(C(=O)NCCC(C)C)N(CCO)C(=O)c2snc(C(N)=O)c2N)cc1 (centres undefined)	1.3	18	3	1.1	4	3	-31	-7	5
60	CC1CN(C(=O)CCC(=O)NCc2ccc(Cl)cc2)c2ccccc2O1 (centres undefined)	1.1	16	12	1.1	5	9	-12	-6	-2
61	CCC(=O)Nc1nc(OC)cc(OC)n1	1.1	11	-12	0.99	5	-4	-9	1	-3
62	Brc1ccccc1-c1nnc(COc2cccc3cccnc23)o1	0.99	10	14	1	1	14	1	-2	9
63	N#C/C(=C\c1ccccc1OCc1ccc(C(=O)O)cc1)c1ccccc1	1.1	18	28	1	28	8	-7	0	9

Rows were taken by chance; any-hit rate near 4.5%.
